Assay outcomes as filed in PubChem.
TTR transcr act: TTR transcription activators in neuroblastoma reporter cells, primary screen, cell-based, luminescence, SH-SY5Y, TTR promoter Gaussia luciferase; activation, % at 16.7 µM; 100% = recombinant luciferase protein wells; AID 1117267, 2014; hit rate 1.3% among 92,000;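 active = activation above the mean of all tested compounds plus 3 SD, cut at about 9.5% in these data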;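 note: cells exposed to compounds for one day before reading; 0% = median of all test compound wells on the plate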
Active calls of the source: *. This is a subset, so the mix of outcomes need not match the whole.

TTR transcr act | molecule
-0.5 | CCOC(=O)c1c(C)[nH]c(C)c1C(=O)COC(=O)c1ccc(Cl)c(S(=O)(=O)NCc2ccccc2)c1
2.0 | CCN(CC)CCNc1nc(C(F)(F)F)nc2c1nnn2Cc1ccccc1
1.1 | COC(=O)c1ccc(/C=C/c2c(-c3ccsc3)oc3ccc(N4CCOCC4)cc23)cc1
-2.6 | COc1cc(/C=C/C(=O)OCC(=O)Nc2ccc(C)c(S(=O)(=O)N3CCCCC3)c2)ccc1O
-2.2 | CCOC(=O)c1c2n(c3c(NCc4ccccc4)ncnc13)CCCC2
-1.7 | O=C(COC(=O)c1ccccc1Sc1ccc(C(F)(F)F)cc1[N+](=O)[O-])NC(=O)NC1CCCC1
0.7 | Cc1ccc(NC(=O)CCc2c(C)nn(-c3ccc(N4CCOCC4)nn3)c2C)cc1
-0.2 | Cc1ccc(S(=O)(=O)NCCC(=O)N2CCCCCCC2)cc1
-2.3 | COc1ccc(-n2c(CN3CCC(C)CC3)nc3ccc([N+](=O)[O-])cc3c2=O)c(OC)c1
-2.2 | COc1ccc(NC(=O)N[C@@H](Cc2ccccc2)C(=O)NN)cc1
0.6 | O=P(O)(Cc1ccccc1)c1ccccc1
-0.1 | O=C(OCC#CCSc1nnc(-c2cccc3ccccc23)o1)c1ccc(OC(F)F)cc1
-1.6 | COc1ccc(OC(=O)OCc2ccccc2)cc1
1.8 | Cc1nc(NC(=O)C(C)(C)C)sc1C(=O)Cn1cc(CCc2ccccc2)nn1
-0.9 | Cc1ccccc1NC(=O)Cc1nc(COC(=O)CNC(=O)c2ccc(Cl)cc2Cl)cs1
-1.1 | Cc1ccc(C)c(-c2ccc(=O)n(Cc3cccc(Br)c3)n2)c1
2.3 | Cc1nc(NC(=O)/C=C/c2ccccc2)sc1C(=O)NCCO
2.3 | COc1ccccc1CNC(=O)C1CCC(=O)N1C(C)C (stereo unspecified)
-0.5 | Cc1ccc(N(CC(N)=O)C2SC(=O)NC2=O)cc1 (stereo unspecified)
0.0 | COc1nc(N(C)C)nc(N(C#N)CCOC(C)=O)n1
-1.7 | CC1CCN(C(=O)Cn2cc(SCC(=O)NCC3CCCO3)c3ccccc32)CC1 (stereo unspecified)
-5.6 | COc1ccc(C2=NOC(Cn3nc(C(=O)NCc4ccc(C)cc4)cc3-c3ccccc3)C2)cc1 (stereo unspecified)
-1.4 | O=C(N/N=C/c1cc(Br)c(Br)s1)c1ccncc1
-1.0 | CCOC(=O)c1c(C)c(C(=O)N2CCc3ccccc3C2)c(C)n1CC
-0.6 | Cc1ccc(C(=O)Nc2ccccc2C(=O)NCC2CCCO2)cc1 (stereo unspecified)
-0.5 | CCOC(=O)c1c(NC(=O)C2COc3ccccc3O2)sc(C)c1C (stereo unspecified)
1.0 | CCOC(=O)C1CCCN(c2c(NCCc3cccc(C)c3)c(=O)c2=O)C1 (stereo unspecified)
0.4 | O=C(c1cccnc1)N1CCN(C/C=C/c2ccccc2)CC1
2.6 | CN(C)C(=O)C(OC(=O)c1ccc2c(c1)CCCC2)c1ccccc1 (stereo unspecified)
6.3 | OCC1OC(Oc2c(Br)cc(Br)cc2Br)C(O)C(O)C1O (stereo unspecified)
0.9 | CC(C)CC(CO)N1CCN(C(=O)c2cccc(C(F)(F)F)c2)CCC1=O (stereo unspecified)
-0.6 | CCOC(=O)c1c(NC(=O)CC2SC(=NC)N(C)C2=O)sc(C)c1C (stereo unspecified)
-0.5 | O=C(COc1ccc(S(=O)(=O)N2CCOCC2)cc1)NC1CCCC1
1.3 | CCOc1ccc(Cl)cc1CN1CCOCC1
-1.5 | COc1ccc(NS(=O)(=O)c2ccc3oc(SCc4ccc(F)cc4)nc3c2)cc1
2.0 | CCOc1ccccc1NC(=O)Cn1nnc(-c2ccc(OCC)c(OCC)c2)n1

Taken from above:
Value for `CCOC(=O)c1c(C)[nH]c(C)c1C(=O)COC(=O)c1ccc(Cl)c(S(=O)(=O)NCc2ccccc2)c1` under TTR transcr act: -0.5
Value for `O=C(N/N=C/c1cc(Br)c(Br)s1)c1ccncc1` under TTR transcr act: -1.4

(next part)
TTR transcr act | molecule
-0.6 | O=C(Nc1ccc(F)cc1F)C1CCN(C(=O)c2ccc(Br)cc2)CC1
0.1 | COc1ccc(CN2CCCC(CNC(=O)c3ccc(F)cc3)C2)c(F)c1 (stereo unspecified)
-0.4 | COc1cccc(NC(=O)C2C3CCC4C(CCC32)C4(Cl)Cl)c1 (stereo unspecified)
-0.1 | C=CCN=C1CC(C)(C)C(C(=O)OC)C(O)=C1C(=O)CCC (stereo unspecified)
-0.2 | CCOC(=O)C(C)Sc1ncc(-c2ccc(Cl)cc2)cn1 (stereo unspecified)
1.3 | C/C(=C\C(=O)c1ccc(Br)cc1)NCc1ccc2c(c1)OCO2
0.9 | Cc1ccc(Nc2nc(N)c(C#N)c(CC#N)c2C#N)cc1
-0.3 | Cc1cccc(N2CCN(c3nc4ccccc4n4cnnc34)CC2)c1C
1.2 | Cc1ccccc1-n1c(SCC(=O)N2CCCC2)nnc1-c1ccccn1
-2.4 | COc1ccc(OC)c(CN2CCN(Cc3cc(OC)c(OC)c(OC)c3)CC2)c1
0.9 | CC(=O)CSc1nnc2cc(C)c3ccccc3n12
0.0 | CN(C(=O)c1ccc(NC(=O)Cc2ccc(NC(=O)C3CCN(C(=O)CCc4ccccc4)CC3)cc2)cc1)C1CCCC1

Compounds shown so far containing a Cl atom (five):
TTR transcr act | molecule
-0.5 | CCOC(=O)c1c(C)[nH]c(C)c1C(=O)COC(=O)c1ccc(Cl)c(S(=O)(=O)NCc2ccccc2)c1
-0.9 | Cc1ccccc1NC(=O)Cc1nc(COC(=O)CNC(=O)c2ccc(Cl)cc2Cl)cs1
1.3 | CCOc1ccc(Cl)cc1CN1CCOCC1
-0.4 | COc1cccc(NC(=O)C2C3CCC4C(CCC32)C4(Cl)Cl)c1 (stereo unspecified)
-0.2 | CCOC(=O)C(C)Sc1ncc(-c2ccc(Cl)cc2)cn1 (stereo unspecified)

Next records:
TTR transcr act | molecule
-2.2 | CN(C)CCCNC(=S)NCC(c1ccc(Cl)cc1Cl)c1c[nH]c2ccccc12 (stereo unspecified)
0.7 | O=C(NCc1ccc(Cl)cc1)c1cccnc1
1.1 | Cc1cnc(N)c2c(=O)oc3ccccc3c12
1.9 | O=C(NCCCc1ccccc1)c1cnc2n(c1=O)CCS2
-1.0 | N#CC12COC3(CCCCC3C1(C#N)C#N)OC2=N (stereo unspecified)
0.0 | CCCCC1CCC(C(=O)N(CCCC)c2c(N)n(CCCC)c(=O)[nH]c2=O)CC1 (stereo unspecified)
-0.1 | Cc1ccc(C)c(NC(=O)CCN2C(=O)[C@@H]3Cc4ccccc4CN3C2=O)c1
-0.1 | COc1ccc(-n2nc3c(c2NC(=O)c2ccc(S(=O)(=O)N4CCOCC4)cc2)CS(=O)(=O)C3)cc1
-8.3 | CC(C)(C)n1nnnc1C(c1ccc(C(F)(F)F)cc1)N(Cc1ccccc1)Cc1ccco1 (stereo unspecified)
4.5 | O=C(Nc1ccccc1C(=O)NC1CC1)c1ccccc1F
1.5 | O=C(CCN1C(=O)/C(=C\C=C\c2ccccc2)SC1=S)Nc1ccc(C(=O)O)cc1
-2.3 | N#Cc1c(Sc2ncc(C(F)(F)F)cc2Cl)nsc1C/C=N\OCc1ccccc1Br
-0.5 | Nc1ncnc(N2CCc3ccccc32)c1[N+](=O)[O-]
-2.0 | CCOc1ccc(C(=O)/C=C/c2ccc(OC)c(OC)c2)cc1
-1.9 | CCCCOc1ccc(N2C(N)=NC(N)=NC23CCCCC3)cc1
-0.5 | Cc1ccccc1-c1noc(-c2cccs2)n1
-0.5 | CCOC(=O)c1ccc(Nc2nc(N3CCOCC3)nc(N3CCOCC3)n2)cc1
2.8 | COc1cccc(/C=N/n2cnc3c(cnn3-c3ccccc3)c2=O)c1
1.0 | CC(=O)NC(NC(=S)Nc1c(C)n(C)n(-c2ccccc2)c1=O)C(Cl)(Cl)Cl (stereo unspecified)
-0.1 | O=C(CN1CCN(CC(=O)Nc2ccccc2C(F)(F)F)CC1)Nc1ccccc1F
-1.6 | CC1(C)CC(CC(=O)Nc2ccccc2[N+](=O)[O-])C(=O)O1 (stereo unspecified)
-2.0 | Cc1ccccc1NCc1ccc(O)c2ncccc12
11* | O=C(CN1CCN(CC(=O)Nc2ccc(Cl)cc2)CC1)Nc1ccc(F)cc1
-0.1 | CC1CCN(S(=O)(=O)c2ccc(C(=O)N3CCCC3C(=O)O)cc2)CC1 (stereo unspecified)
0.1 | COc1ccc(CCNS(=O)(=O)c2ccc(Br)cc2)cc1OC
-1.3 | CC(C)CC(COCc1ccc(Cl)cc1)N1CCN(C(=O)c2ccc(Cl)cc2Cl)CCC1=O (stereo unspecified)
0.2 | CC(C)NC(=O)Nc1ccc2c(c1)C(=O)N([C@H](C)CO)C[C@@H](C)[C@@H](CN(C)C(=O)NC1CCCCC1)O2
-2.8 | CCOc1ccc2c(C)cc(=O)oc2c1OCC
0.6 | CCCCn1c(SCC(=O)N2CC(C)CC(C)C2)nc2cc(S(N)(=O)=O)ccc21 (stereo unspecified)
-0.7 | O=S(=O)(Nc1cccc(CCc2ccccn2)c1)c1cc(Cl)ccc1Cl
9.4 | Cc1cc(Br)c2[nH]c3c(c2c1)CCCC3=O
-1.6 | Cc1[nH]c2ccccc2c1/C=C(\C#N)C(=O)NCC1CCCO1 (stereo unspecified)
-1.5 | COc1cccc(NC(=O)CN(C)C(=O)c2cc(-c3ccccc3)nc3ccc(C)cc23)c1
0.8 | CCSC1=NCN(CCCC(=O)O)CN1
-2.2 | COc1cc(/C=N/NC(=S)NC2CC3C=CC2C3)cc(OC)c1OC (stereo unspecified)
6.3 | NC(=S)Nc1ccc(F)c(F)c1F

7 entries already listed, sorted by the value under TTR transcr act, descending.
molecule	TTR transcr act
NC(=S)Nc1ccc(F)c(F)c1F	6.3
CCCCn1c(SCC(=O)N2CC(C)CC(C)C2)nc2cc(S(N)(=O)=O)ccc21 (stereo unspecified)	0.6
COc1ccc(CCNS(=O)(=O)c2ccc(Br)cc2)cc1OC	0.1
O=S(=O)(Nc1cccc(CCc2ccccn2)c1)c1cc(Cl)ccc1Cl	-0.7
CC(C)CC(COCc1ccc(Cl)cc1)N1CCN(C(=O)c2ccc(Cl)cc2Cl)CCC1=O (stereo unspecified)	-1.3
COc1cccc(NC(=O)CN(C)C(=O)c2cc(-c3ccccc3)nc3ccc(C)cc23)c1	-1.5
Cc1[nH]c2ccccc2c1/C=C(\C#N)C(=O)NCC1CCCO1 (stereo unspecified)	-1.6

(next part)
TTR transcr act | molecule
-0.8 | O=C(O)CCc1nn2cnc3sc4c(c3c2nc1=O)CCCC4
0.9 | CN(C)S(=O)(=O)c1ccc(C(=O)NCC2(N3CCOCC3)CCCCC2)cc1
-0.8 | CC(C)(C)NC(=O)NC(=O)CSc1ncccn1
0.5 | c1cc(-c2n[nH]c(-c3ccncc3)n2)ccn1
0.2 | COc1ccccc1C(=O)NNS(=O)(=O)c1ccc(F)cc1
0.6 | Cc1ccc(C)c(S(=O)(=O)c2c(N)n(/N=C/c3ccco3)c3nc4ccccc4nc23)c1
-0.2 | Cc1csc(Nc2ccccc2C(F)(F)F)n1
1.4 | CCOC(=O)Cc1c(Sc2ccccc2)c2ccccc2n1C
4.5 | Cn1c(CBr)c(C(=O)c2ccc([N+](=O)[O-])cc2)c(=O)n(C)c1=O
-0.8 | Cc1ccc(NC(=O)COn2nnc3ccc(S(=O)(=O)N(C)C)cc32)cc1F
1.9 | Cc1noc(C)c1S(=O)(=O)N(C)C[C@H]1OCc2cnnn2CCCC(=O)N([C@H](C)CO)C[C@H]1C
0.7 | O=C1C2CCCCN2C(=O)N1CCCCN1CCN(c2cccc(Cl)c2)CC1 (stereo unspecified)
-1.9 | COc1ccc(CCn2cnc3nc4ccc(Cl)cc4cc3c2=O)cc1OC
2.7 | CC1(C)CC(=O)c2cc(N=C/C(C(=O)c3ccccc3)=C(\O)c3ccccc3)c(=O)oc2C1
-1.6 | O=P(Cc1ccccc1)(c1ccccc1)c1ccccc1
1.1 | O=[N+]([O-])c1ccc(/C=N/Nc2nc(N3CCCCC3)nc(N3CCCCC3)n2)cc1
-1.5 | CC(=O)c1cccc(NC(=O)C2CCN(C(=O)c3cccs3)CC2)c1
0.7 | COc1ccc(-c2ccc(SCC(=O)NCC3CCCO3)nn2)cc1OC (stereo unspecified)
0.9 | CC1(C)COC(c2coc3ccccc3c2=O)OC1
4.8 | CNS(=O)(=O)c1ccc(NC(=O)C(CCSC)NC(N)=O)cc1 (stereo unspecified)
0.6 | CC(=O)Nc1ccccc1NC(=O)CC(C)(C)C
0.6 | CCCOc1ccc(N2C(=O)CC(SCC(N)C(=O)OCC)C2=O)cc1 (stereo unspecified)
0.0 | O=C(O)c1ccc(NC(=S)Nc2ccccc2)cc1
-0.4 | C=CCNC(=O)/C(C#N)=C/c1ccc(SC)cc1
-0.3 | CCN(Cc1ccc2c(c1)OCCO2)C(=O)CN1C(=O)NC2(CCCCC2)C1=O
1.9 | COCCN(CCOC)C(=O)CN1C(=O)NC2(CCCc3sccc32)C1=O (stereo unspecified)
7.9 | COCC(=O)N(Cc1cc2ccc(C)c(C)c2n2nnnc12)C1CCCC1
0.4 | O=C1Nc2ccccc2C1=Nc1ccc(-c2nnc3n2CCCCC3)cc1
-0.8 | Cc1ccc(/C=C/C(=O)OCC(=O)NCc2ccccc2)o1
3.0 | Cc1nn(Cc2ccc(Cl)cc2Cl)c(C)c1NC(=O)c1sc2ccccc2c1Cl
-0.5 | CC(OC(=O)c1ccncc1)C(=O)Nc1cccc([N+](=O)[O-])c1 (stereo unspecified)
0.9 | NC(=O)c1ccc(-n2nnnc2SCC(=O)Nc2ccccc2)cc1
-1.5 | Cc1ccsc1C(=O)OCC(=O)Nc1cccc(F)c1
1.0 | CC(Oc1ccc(Cl)cc1Cl)C(=O)NCCCn1ccnc1 (stereo unspecified)
0.5 | COc1ccc(-c2cc(C(=O)Nc3cc(C)on3)no2)cc1OC
2.3 | O=C(NCCc1cnc[nH]1)c1cccs1
2.2 | Cc1cc2c(NC(=O)CC(C)(C)CC(=O)O)cccc2nn1
0.4 | CCCCn1c(NCCN(C)C)nc2c1c(=O)[nH]c(=O)n2C
1.1 | O=C(O)CSc1nnc(COc2ccccc2)n1-c1ccccc1
